# Screening data: PubChem BioAssay, Broad Institute
# p53 PUMA act = restores mutant p53 pathway signaling in SW480 cells. activation, % at 9.98 µM. SW480 PUMA-promoter luciferase, p53 mutant reactivation. AID 624151. 1.5% of 28,000 active; in the data active = activation above about 52%; inconclusive = no clear call, values can overlap the other calls
# STK33 kin inh = inhibitors of human STK33 kinase. Q9BYT3. ADP-Glo luminescence, MBP substrate. inhibition, % at 12.5 µM. 0.44% of 27,000 active. AID 2322; in the data active = inhibition above about 20%; inconclusive = no clear call, values can overlap the other calls
# Target sequence (Q9BYT3 whole entry, looked up): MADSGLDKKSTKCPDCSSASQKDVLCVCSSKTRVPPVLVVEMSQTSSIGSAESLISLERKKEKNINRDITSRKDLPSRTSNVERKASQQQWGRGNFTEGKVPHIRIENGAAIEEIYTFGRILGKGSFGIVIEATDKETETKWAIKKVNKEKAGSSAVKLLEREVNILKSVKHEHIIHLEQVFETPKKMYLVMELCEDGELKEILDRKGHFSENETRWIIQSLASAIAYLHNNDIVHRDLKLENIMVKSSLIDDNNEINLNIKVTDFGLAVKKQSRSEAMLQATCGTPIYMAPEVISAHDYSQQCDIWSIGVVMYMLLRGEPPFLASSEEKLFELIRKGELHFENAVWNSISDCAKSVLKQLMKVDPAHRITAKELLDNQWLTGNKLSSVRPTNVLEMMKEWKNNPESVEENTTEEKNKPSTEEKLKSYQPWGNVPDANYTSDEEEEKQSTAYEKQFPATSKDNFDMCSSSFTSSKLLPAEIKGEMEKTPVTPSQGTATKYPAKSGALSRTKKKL
# Starred values were filed as active, the others as inactive; u = inconclusive; x = not tested or not shown. Not all compounds are listed; the hit share may differ from the screen's.
SMILES,p53 PUMA act,STK33 kin inh
C[C@@H]1CN([C@@H](C)CO)C(=O)Cc2cc(NC(=O)Cc3ccccc3)ccc2O[C@@H]1CN(C)C,-3,-2
CCC(C)C(=O)OCC1(c2ccc(C)cc2OC(=O)C(C)C)CO1 (centres undefined),6,-5
C[C@@H]1CN([C@H](C)CO)C(=O)c2cccc(NS(C)(=O)=O)c2O[C@H]1CN(C)Cc1ccc2c(c1)OCO2,0,x
COc1ccc(CN(C)C[C@H]2Oc3ccc(NC(=O)Nc4ccc(F)cc4)cc3C(=O)N([C@@H](C)CO)C[C@@H]2C)cc1,4,x
COc1ccc(C(=O)Nc2ccccc2C(=O)NC(C(=O)O)C(C)C)cc1 (centres undefined),3,-2
O=C(O)c1cc(=O)c2ccc(Cl)cc2[nH]1,x,-9
COC(=O)[C@]1(CCS(=O)(=O)c2ccccc2)N=C(c2ccc(OCCCO)cc2)O[C@@H]1c1ccccc1N=[N+]=[N-],x,8
CCC(C)(C)C(=O)N1CCC(C(=O)OC)CC1,-3,x
C[C@@H]1CN([C@@H](C)CO)C(=O)Cc2cc(NC(=O)Nc3cccc4ccccc34)ccc2O[C@H]1CN(C)C(=O)Nc1cccc2ccccc12,-4,x
C[C@H]1CN([C@@H](C)CO)C(=O)c2cccc(NS(=O)(=O)c3ccc(Cl)cc3)c2O[C@@H]1CN(C)C,4,x
C[C@@H]1CN([C@H](C)CO)C(=O)CCCn2nncc2CO[C@@H]1CN(C)C(=O)CCCN(C)C,x,-1
C[C@@H]1CCCCO[C@H](CN(C)S(=O)(=O)c2cn(C)cn2)[C@@H](C)CN([C@H](C)CO)C(=O)c2cc(NC(=O)Nc3ccc(F)cc3)ccc2O1,x,2
C[C@@H]1CN([C@@H](C)CO)C(=O)CCCn2cc(nn2)CO[C@@H]1CN(C)Cc1cccc2c1OCCCO2,4,-6
O=C(Nc1ccccc1C(=O)O)c1cccc(S(=O)(=O)Nc2ccccc2Cl)c1,9,-3
CC(C)OC(=O)CSc1nc2c(c(-c3ccccc3)c1C#N)CCC2,8,2
CNC[C@H]1Oc2ccc(NS(=O)(=O)c3cn(C)cn3)cc2CC(=O)N([C@@H](C)CO)C[C@H]1C,-1,-1
Cc1ccc(C(=O)NC(=O)CSc2n[nH]c(N)n2)cc1,8,-1
Cc1noc(C)c1NC(=O)N(C)C[C@@H]1Oc2ccc(NC(=O)Cn3cnnn3)cc2C(=O)N([C@H](C)CO)C[C@@H]1C,1,x
CC(C)C12CC1C(C)(O[C@@H]1O[C@H](CO)[C@@H](O)[C@H](O)[C@H]1O)CC2=O (some centres undefined),x,-1
CC(C)NC(=O)N(C)C[C@H]1OCCCC[C@H](C)Oc2ccc(NS(=O)(=O)c3cn(C)cn3)cc2C(=O)N([C@@H](C)CO)C[C@H]1C,12,x
C[C@H]1CN([C@@H](C)CO)C(=O)c2cc(NC(=O)NC3CCCCC3)ccc2O[C@@H]1CN(C)C,1,0
C[C@H]1CN([C@@H](C)CO)C(=O)Cc2cc(NC(=O)Cc3ccccc3)ccc2O[C@@H]1CN(C)C(=O)Nc1ccc2c(c1)OCO2,8,-1
CN1CCN(C(=O)CN(C)S(=O)(=O)c2ccc3ccccc3c2)CC1,14,0
COc1cccc(S(=O)(=O)Nc2ccc3c(c2)[C@H]2C[C@H](CC(=O)N(C)C)O[C@H](CO)[C@H]2O3)c1,1,x
COc1ccc(NC(=O)N(C)C[C@H]2OCCCC[C@@H](C)Oc3ccc(NC(=O)Nc4cccc5ccccc45)cc3C(=O)N([C@H](C)CO)C[C@@H]2C)cc1,x,-3
C[C@H]1CN([C@@H](C)CO)C(=O)Cc2cc(NC(=O)Cn3cnnn3)ccc2O[C@@H]1CN(C)S(=O)(=O)c1ccc(Cl)cc1,x,6
O=c1ccc(Oc2nc(N3CCCCC3)nc(N3CCOCC3)n2)n[nH]1,8,0
Cc1ccc(S(=O)(=O)Nc2ccc3c(c2)C(=O)N([C@H](C)CO)C[C@H](C)[C@@H](CN(C)S(=O)(=O)c2ccc(F)cc2)O3)cc1,x,1
C[C@H](CO)N1C[C@H](C)[C@H](CN(C)Cc2ccc(Cl)c(Cl)c2)Oc2ccc(NS(=O)(=O)c3cccs3)cc2CC1=O,x,11
C[C@@H]1CCCCO[C@H](CN(C)C(=O)Nc2ccccc2)[C@H](C)CN([C@@H](C)CO)C(=O)c2cc(NC(=O)Nc3ccccc3)ccc2O1,-5,x
Cc1ccc(S(=O)(=O)N(C)C[C@@H]2Oc3ccc(NS(=O)(=O)c4ccc(Cl)cc4)cc3C(=O)N([C@H](C)CO)C[C@H]2C)cc1,x,1
O=C1C[C@@H](c2ccccc2)Oc2cc(O)cc(O)c21,x,3
COc1ccc(NC(=O)Nc2cccc3c2O[C@@H](CN(C)S(=O)(=O)c2cccs2)[C@@H](C)CN([C@H](C)CO)C3=O)cc1,8,x
C[C@@H]1CCCCO[C@H](CN(C)C(=O)Nc2ccc(F)cc2)[C@@H](C)CN([C@H](C)CO)C(=O)c2cc(NC(=O)Nc3cccc4ccccc34)ccc2O1,x,-2
CS(=O)(=O)N(CC(=O)Nc1cccc(Br)c1)c1ccc(F)c(Cl)c1,-10,2
O=C(CCn1cnc2ccccc2c1=O)Nc1ccc(S(=O)(=O)N2CCOCC2)cc1,-3,-4
C[C@@H]1CCCCO[C@H](CN(C)C(=O)Nc2ccccc2)[C@@H](C)CN([C@H](C)CO)C(=O)c2cc(NC(=O)Cc3ccccc3)ccc2O1,2,-2
Cc1ccc(NC(=O)C(C)N(c2ccccc2)S(C)(=O)=O)cc1C (centres undefined),-10,-1
C[C@@H]1CN([C@@H](C)CO)C(=O)Cc2cc(NS(=O)(=O)c3cn(C)cn3)ccc2O[C@@H]1CN(C)Cc1ccc(-c2ccccc2)cc1,x,-3
O=C(CSc1n[nH]c(-c2ccncc2)n1)Nc1ccc(F)cc1,-2,4
COc1ccc(S(=O)(=O)Nc2cccc3c2O[C@@H](CN(C)Cc2ccc(C(=O)O)cc2)[C@H](C)CN([C@@H](C)CO)C3=O)cc1,-5,x
Cc1cc(Cl)ccc1NC(=O)COc1ccc(C(=O)Nc2cc(Cl)ccc2Cl)cc1,-14,6
Cc1nn(-c2ccccc2)nc1C(=O)N(C)c1nnc(C(F)(F)F)s1,1,x
O=C(COc1ccccc1Cl)Nc1ccccc1C(=O)Nc1ccccc1,-16,2
C[C@H]1CN([C@@H](C)CO)C(=O)CCCn2cc(nn2)CO[C@@H]1CN(C)Cc1ccc(O)cc1,2,-6

# Single records (already shown). Values in the order: p53 PUMA act, STK33 kin inh
# Results for Cc1nn(-c2ccccc2)nc1C(=O)N(C)c1nnc(C(F)(F)F)s1 : 1, x
# Results for O=C(CCn1cnc2ccccc2c1=O)Nc1ccc(S(=O)(=O)N2CCOCC2)cc1 : -3, -4
# Results for COc1ccc(S(=O)(=O)Nc2cccc3c2O[C@@H](CN(C)Cc2ccc(C(=O)O)cc2)[C@H](C)CN([C@@H](C)CO)C3=O)cc1 : -5, x
# Results for Cc1ccc(NC(=O)C(C)N(c2ccccc2)S(C)(=O)=O)cc1C (centres undefined) : -10, -1
# Results for O=C1C[C@@H](c2ccccc2)Oc2cc(O)cc(O)c21 : x, 3

# (list continues)
SMILES,p53 PUMA act,STK33 kin inh
COc1ccc(S(=O)(=O)Nc2ccc3c(c2)CC(=O)N([C@H](C)CO)C[C@@H](C)[C@@H](CN(C)C(=O)NC2CCCCC2)O3)cc1,x,2
CCCCN(C)S(=O)(=O)c1ccc(C)c(-c2nnc3c4ccccc4c(C)nn23)c1,-10,x
C[C@@H]1CN([C@@H](C)CO)C(=O)c2cc(NS(=O)(=O)c3ccc(Cl)cc3)ccc2O[C@H]1CN(C)S(=O)(=O)c1cn(C)cn1,x,1
CC(=O)N(C)C[C@@H]1Oc2cc(C#CC(C)(C)O)ccc2S(=O)(=O)N([C@H](C)CO)C[C@@H]1C,6,x
CS(=O)(=O)N(CC(=O)Nc1ccc2c(c1)OCCO2)c1cc(Cl)c(Cl)cc1Cl,11,-2
C[C@H](CO)N1C[C@H](C)[C@H](CN(C)C(=O)c2ccncc2)OCCCC[C@H](C)Oc2ccc(N(C)C)cc2C1=O,-1,x
C=CCN1C(=O)[C@@]2(O[C@@H](CCn3cc(CCO)nn3)[C@H]([Si](C)(C)c3ccc(OC)cc3)[C@H]2C)c2cc(N3CCC3=O)ccc21,x,2
C[C@@H]1CCCCO[C@@H](CN(C)Cc2ccccc2)[C@H](C)CN([C@H](C)CO)C(=O)c2cc(NC(=O)CCC(F)(F)F)ccc2O1,-12,x
C[C@@H]1CN([C@@H](C)CO)C(=O)c2cc(NC(=O)CCC(F)(F)F)ccc2O[C@H]1CN(C)C(=O)Nc1ccc2c(c1)OCO2,10,x
Cc1ccccc1-c1nc(SCC(=O)Nc2ccc(F)c(Cl)c2)n[nH]1,-6,-2
C[C@H](CO)N1C[C@H](C)[C@H](CN(C)S(=O)(=O)c2ccc(F)cc2)Oc2cc(C#Cc3ccncc3)ccc2S1(=O)=O,16,x
C=C1C(=O)O[C@H]2C1CCC(C)=C1C(=O)C=C(C)[C@@H]12 (some centres undefined),x,2
C[C@H]1CN([C@@H](C)CO)C(=O)Cc2cc(NC(=O)Cc3ccccc3)ccc2O[C@@H]1CN(C)Cc1ccc(C(F)(F)F)cc1,1,5
COC(=O)c1ccc(NC(=O)CN(c2ccc(Cl)cc2C)S(C)(=O)=O)cc1,2,5
C[C@@H]1CCCCO[C@@H](CN(C)Cc2ccccc2)[C@@H](C)CN([C@H](C)CO)C(=O)c2cc(NS(=O)(=O)c3cn(C)cn3)ccc2O1,x,0

# Structural class, the compounds so far containing an aryl thioether with sulfur outside any ring.
SMILES,p53 PUMA act,STK33 kin inh
CC(C)OC(=O)CSc1nc2c(c(-c3ccccc3)c1C#N)CCC2,8,2
Cc1ccc(C(=O)NC(=O)CSc2n[nH]c(N)n2)cc1,8,-1
O=C(CSc1n[nH]c(-c2ccncc2)n1)Nc1ccc(F)cc1,-2,4
Cc1ccccc1-c1nc(SCC(=O)Nc2ccc(F)c(Cl)c2)n[nH]1,-6,-2

# (more compounds)
SMILES,p53 PUMA act,STK33 kin inh
C[C@@H]1CN([C@H](C)CO)C(=O)c2cc(NC(=O)CCCN(C)C)ccc2O[C@@H](C)CCCCO[C@H]1CN(C)Cc1ccc2c(c1)OCO2,12,x
C=C(C)C(O)Cc1c(OC)cc2oc(=O)ccc2c1OC (centres undefined),10,1
C[C@H](CO)N1C[C@H](C)[C@H](CN(C)C(=O)Nc2ccccc2)Oc2ccc(NC(=O)C3CC3)cc2CC1=O,8,-1
C[C@H](CO)N1C[C@H](C)[C@H](CN(C)Cc2cccc(C(F)(F)F)c2)Oc2ncc(-c3cccc(C(F)(F)F)c3)cc2C1=O,x,2
C[C@H](CO)N1C[C@H](C)[C@@H](CN(C)C(=O)NC2CCCCC2)Oc2ccc(NC(=O)Cc3ccccc3)cc2CC1=O,1,x
C[C@H]1CN([C@@H](C)CO)S(=O)(=O)c2ccc(-c3ccc(C#N)cc3)cc2O[C@@H]1CN(C)C,-14,x
C[C@@H]1CN([C@@H](C)CO)C(=O)CCCn2nncc2CO[C@H]1CN(C)S(=O)(=O)c1ccccc1,x,-3
COc1ccc2nc(SCC(=O)Nc3cccc([N+](=O)[O-])c3)[nH]c2c1,2,u
C[C@H]1CN([C@@H](C)CO)C(=O)Cc2cc(NC(=O)Nc3cccc4ccccc34)ccc2O[C@@H]1CN(C)S(=O)(=O)c1cccs1,x,0
Cc1ccc(S(=O)(=O)N(C)C[C@@H]2Oc3ccc(NC(=O)Nc4ccc(C(F)(F)F)cc4)cc3C(=O)N([C@H](C)CO)C[C@@H]2C)cc1,x,0
CC(=O)Nc1ccc(Nc2ncnc3c2cnn3-c2ccc(C)cc2C)cc1,-14,3
Cn1nnnc1SCC(=O)Nc1ccc(C(=O)O)cc1,-4,4
COc1ccc(CN(C)C[C@@H]2Oc3ccc(NC(=O)Cn4cnnn4)cc3CC(=O)N([C@@H](C)CO)C[C@H]2C)cc1,10,x
Cc1ccccc1S(=O)(=O)N(C)C[C@@H]1OCc2cnnn2CCCC(=O)N([C@@H](C)CO)C[C@@H]1C,x,3
COc1ccc(NC(=O)CSc2n[nH]c(-c3ccco3)n2)cc1,-21,2
C[C@H](CO)N1C[C@H](C)[C@@H](CN(C)C)Oc2c(NS(=O)(=O)c3ccccc3)cccc2C1=O,1,x
Cc1c(NC(=O)COc2ccccc2Cl)cccc1C(=O)O,15,1
Cc1ccc(NC(=O)Cn2nc(-c3cccc([N+](=O)[O-])c3)c3ccccc3c2=O)c(C)c1,-77,2
NC(=O)c1cc([N+](=O)[O-])ccc1NCc1cccnc1,31,-1
C[C@@H]1CN([C@H](C)CO)C(=O)Cc2cc(NC(=O)Nc3ccc4c(c3)OCO4)ccc2O[C@@H]1CN(C)CC1CC1,1,x
CNC[C@H]1Oc2ccc(NS(C)(=O)=O)cc2CC(=O)N([C@@H](C)CO)C[C@H]1C,8,x
CC(=O)c1cccc(NC(=S)NCc2ccco2)c1,-6,5
C[C@@H]1CN([C@H](C)CO)C(=O)Cc2cc(NC(=O)CCC(F)(F)F)ccc2O[C@H]1CN(C)C(=O)Nc1ccccc1,2,1
